Compound activity: PubChem, National Center for Advancing Translational Sciences (NCATS)
G9a block = qHTS Assay for Inhibitors of Histone Lysine Methyltransferase G9a; G9a H3K9 monomethylation, AlphaScreen, 2 h; Potency, µM (top dose mostly 102 µM), inactives show top-dose activity, negative = inhibition, most hits filed as inhibitors; 8.8% of 350,000 active; note: potency is the fitted concentration of half-maximal effect; % is set by controls: 0 for no effect and ±100 for the full control effect; nearly all actives have a fitted effect of over 75% in size
Target sequence (Q96KQ7 913-1193 limits assumed): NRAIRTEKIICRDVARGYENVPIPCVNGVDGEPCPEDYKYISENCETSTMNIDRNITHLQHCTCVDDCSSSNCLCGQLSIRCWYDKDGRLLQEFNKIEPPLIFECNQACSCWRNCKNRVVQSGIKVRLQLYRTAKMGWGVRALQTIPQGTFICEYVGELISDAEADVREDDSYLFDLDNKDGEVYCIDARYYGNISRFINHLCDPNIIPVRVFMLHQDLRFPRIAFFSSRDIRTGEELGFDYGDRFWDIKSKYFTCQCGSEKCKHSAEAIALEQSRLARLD
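Compounds were preincubated with 20 nM G9a for 15 min, after which biotinylated H3K9 peptide (500 nM) and SAM (20 uM) started a 2 h room-temperature reaction. Monomethylated product was quantified by antibody-based AlphaScreen chemiluminescence.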
ERG-DNA inh = qHTS for Small Molecule Inhibitors of the ERG Ets/DNA interaction. Transcriptional regulator ERG (Homo sapiens), P11308. fluorescence polarization, His-ERG Ets domain / labelled DNA. 0.028% of 370,000 active. AID 624246, 2012. Potency, µM (doses to about 76.9 µM), inactives show at the highest dose FP activity, negative = inhibition, most hits filed as inhibitors; active = well fitted inhibition curve with a large enough effect in the polarisation, with a control signal flat; inconclusive = small, poorly fitted or top-dose-only effect, or effect the other way, or a change in a side signal; inactive = no such curve, though single readings can be large or run the other way; the % refers to the polarisation;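 note: polarization taken with two DNA probes labelled with fluorescein and Texas red; potency is the fitted concentration of half-maximal effect; % of control where 0% means no effect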
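His-tagged ERG Ets domain (1 uM in the protein solution; 300mM KCl, 50mM Tris-HCl, 1mM EDTA, 1mM DTT, pH 7.5) received compound, then a probe mix of 5 nM fluorescein-DNA and 100nM Texas-615-DNA. Fluorescence polarization was read for both dyes.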
HP1b chromo inh = HTS for Inhibitors of HP1-beta Chromodomain Interactions with Methylated Histone Tails; Chromobox protein homolog 1 (Homo sapiens), P83916; AlphaScreen HP1-beta / biotin-H3K9me3 peptide binding; Potency, µM (top dose mostly 114 µM), without a hit: at the highest dose activity change, negative = inhibition, actives largely listed as inhibitors; 0.56% of 390,000 active; note: potency is the fitted concentration of half-maximal effect; nearly all actives have a fitted effect of over 70% in size; inactives centre near 23
Target sequence (P83916 whole entry, looked up): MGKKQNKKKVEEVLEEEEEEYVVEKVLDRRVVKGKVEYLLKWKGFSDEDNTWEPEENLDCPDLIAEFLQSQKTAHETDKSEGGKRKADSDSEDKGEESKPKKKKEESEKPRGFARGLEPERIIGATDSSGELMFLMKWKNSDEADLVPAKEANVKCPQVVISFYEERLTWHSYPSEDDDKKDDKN
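Compound inhibition of the preformed complex between 50 nM HP1-beta and 50 nM biotinylated H3K9me3 peptide was read by AlphaScreen. Buffer was PBS pH 7.4 with 0.01% Tween-20. Incubations ran 30 min at room temperature, with 10 ug/mL donor/acceptor beads.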
ALOX12 inh = Primary qHTS assay for inhibitors of human arachidonate 12S-lipoxygenase (ALOX12): Round 2; Polyunsaturated fatty acid lipoxygenase ALOX12 (Homo sapiens), P18054; purified 12hLO, xylenol orange hydroperoxide absorbance; Potency, µM (doses to about 108 µM), without a hit: at the highest dose activity change, negative = inhibition, hits mostly inhibitors; 1.1% of 580,000 active; AID 1671190, 2021; note: potency is the fitted concentration of half-maximal effect; % is set by controls: 0 for no effect and ±100 for the full control effect
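Purified human 12hLO at 150 nM in 25 mM Hepes, 0.01% Triton X-100, pH 7.0, preincubated 15 min at room temperature with compound. Reaction started with 40 uM arachidonic acid, 30 min at room temperature. Hydroperoxide measured by Fe-xylenol orange, 573/405 nm absorbance ratio.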
JMJD2A Tudor inh = qHTS Assay for Inhibitors of JMJD2A-Tudor Domain; Lysine-specific demethylase 4A (Homo sapiens), O75164; AlphaScreen JMJD2A-Tudor / H3K4me3 peptide binding; Potency, µM (doses to about 114 µM), inactives show at the top dose activity change, negative = inhibition, most hits filed as inhibitors; 4.4% of 390,000 active; note: potency is the fitted concentration of half-maximal effect; % is set by controls: 0 for no effect and ±100 for the full control effect; nearly all actives have a fitted effect of over 50% in size
GLS inh = qHTS for Inhibitors of Glutaminase (GLS); Glutaminase kidney isoform, mitochondrial (Homo sapiens), O94925; GLS enzymatic activity, qHTS titration; Potency, µM (series often up to 45.5 µM), inactives show at the top dose activity change, negative = inhibition, hits mostly inhibitors; 0.21% of 410,000 active; AID 624170, 2012; note: potency is the fitted concentration of half-maximal effect; % is set by controls: 0 for no effect and ±100 for the full control effect
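hKGA in 45 mM KH2PO4 (pH 8.2), 0.02% Tween-20 with compound, then 1mM L-Glutamine (stock as added) plus glutamate oxidase/HRP/Amplex red coupling mix. Fluorescence read initially and after 30 min at RT; signal change reflects glutamate formation.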
BAZ2B inh = qHTS Assay for Inhibitors of BAZ2B | Bromodomain adjacent to zinc finger domain protein 2B (Homo sapiens), Q9UIF8 | AlphaScreen BAZ2B-H3K14Ac peptide displacement | Potency, µM (top dose mostly 114 µM), inactives show at the top dose activity change, negative = inhibition, usual class: inhibitors | 4.4% of 360,000 active | AID 504333, 2011; note: potency is the fitted concentration of half-maximal effect; % is set by controls: 0 for no effect and ±100 for the full control effect; nearly all actives have a fitted effect of over 60% in size
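Compounds, titrated to a top concentration of 110 uM, were incubated 30 min at room temperature with preformed BAZ2B/acetyl-K14 H3 peptide complex (50 nM each). Proximity signal was measured by AlphaScreen after 20 min with beads.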
PI4K2A block = qHTS for small molecular inhibitors of PI4K2A. purified PI4K2A, ADP-Glo luminescence, 1 h; active compounds read low. activity change, negative = inhibition, % at 76.9 µM. 0.13% of 420,000 active. AID 1346378, 2018; in the data active = activity change below about -50%; inconclusive = mostly about -30% to -49%;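 note: -100% = wells without enzyme as full effect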
Target sequence (Q9BTU6 whole entry, looked up): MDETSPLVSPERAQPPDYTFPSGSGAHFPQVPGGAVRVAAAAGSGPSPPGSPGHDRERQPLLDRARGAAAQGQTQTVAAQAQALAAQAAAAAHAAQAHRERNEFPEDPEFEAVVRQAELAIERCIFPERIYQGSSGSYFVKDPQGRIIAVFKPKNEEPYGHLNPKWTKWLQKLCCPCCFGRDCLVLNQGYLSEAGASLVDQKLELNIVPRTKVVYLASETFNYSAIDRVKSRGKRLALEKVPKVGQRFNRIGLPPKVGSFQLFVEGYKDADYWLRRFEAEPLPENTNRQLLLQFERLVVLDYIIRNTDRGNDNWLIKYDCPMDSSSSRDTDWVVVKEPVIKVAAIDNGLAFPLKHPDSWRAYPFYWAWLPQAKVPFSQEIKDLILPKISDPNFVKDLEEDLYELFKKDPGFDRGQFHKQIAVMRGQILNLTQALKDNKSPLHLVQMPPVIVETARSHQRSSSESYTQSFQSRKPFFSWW
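ADP-Glo luminescence measured ADP generated by PI4K2A enzyme (4 ug/mL before mixing) with 1.2 mM PI substrate (pre-mix) and 300 microM ATP (pre-mix). Tris pH7.5 buffer with MgCl2, Triton X-100; 1 h reaction at ambient temperature.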
RGS4 inh = Inhibitors of Regulator of G Protein Signaling (RGS) 4: qHTS. Transcreener GDP fluorescence polarization, RGS4-accelerated GTP hydrolysis. 0.039% of 390,000 active. AID 504845, 2011. Potency, µM (titrated, usually from 114 µM), for inactives: at the top dose activity change, negative = inhibition, usual class: inhibitors; note: potency is the fitted concentration of half-maximal effect; % is set by controls: 0 for no effect and ±100 for the full control effect; nearly all actives have a fitted effect of over 75% in size; some results filed as inactive show a strong effect at the top dose
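MLSMR compounds (23 nl, pin-transferred) preincubated 10 min at room temperature with a 500nM (2x) first reagent, then RGS4 at 900nM (2x) plus Transcreener GDP mix added; fluorescence polarization (620/688 nm) read before and after 90 min at 30 °C.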
The depositor's hits bear a star; u = inconclusive; x = no result given; [ ] = dose if it differs, or a comment. Unless noted, calls come from the whole dose curve; as a rule, active = well fitted curve in the direction sought with a large enough effect; inconclusive = small, poorly fitted or top-dose-only effect, or another doubt; inactive = no such curve, though single readings can be large; an effect the other way counts as inactive or inconclusive.

1. O=C(Nc1ccc([N+](=O)[O-])cc1)C(Cc1ccccc1)N1C(=O)c2cccc3cccc(c23)C1=O (stereo not drawn)
2. C=CCn1c(=O)[nH]c2cc(C(=O)N3CCN(c4cccc(Cl)c4)CC3)ccc2c1=O
3. Cc1ccccc1Oc1nc(-c2ccccn2)nc2ccccc12
4. CC(Sc1nc(N)cc(=O)[nH]1)C(=O)NC1CCCCC1 (stereo not drawn)
5. COc1cc(C(=O)NC(C)c2cnn(-c3ccccc3C)c2C)cc(OC)c1OC (stereo not drawn)
6. COc1ccccc1-c1cc(C(=O)NCCCn2ccnc2)no1
7. Cc1ccccc1OCCOc1ccc([N+](=O)[O-])cc1/C=N/n1cnnc1
8. Cc1ccc(NC(=O)Cc2ccc3c(c2)OCCO3)cc1S(=O)(=O)N1CCCCC1

screen / no.,1,2,3,4,5,6,7,8
G9a block,22%[59 µM],8%[2.33 µM],x,-4%[12.7 µM],7%[12.7 µM],2%[12.7 µM],-38%,x
ERG-DNA inh,4%,3%,-1%,2%,10%,-3%,-3%,3%
HP1b chromo inh,12%,0%,18%,33%,0%,25%,19%,-15%
ALOX12 inh,-26%,u,u,-10%,1%,8%,-2%,u
JMJD2A Tudor inh,-13%,-34%,u,8%,-14%,-22%,-6%,-21%
GLS inh,-2%,2%,-9%,2%,3%,11%,15%,12%
BAZ2B inh,2%,-14%,u,8%,-20%,-8%,11%,u
PI4K2A block,2,-9,-9,5,3,-3,4,1
RGS4 inh,19%,4%,-2%,12%,2%,1%,-12%,-17%

9. CCOC(=O)CSc1nc(C(C)(C)C)nc2ccccc12
10. C=COCCNC(=O)Nc1ccc(Cl)c(Cl)c1
11. CCCn1cnc2c(Sc3c([N+](=O)[O-])ncn3C)nc(N)nc21
12. COc1ccc(-c2noc(CNC(=O)c3ccccc3Br)n2)cc1
13. CSc1ccc(/C=N/NC(=O)c2ccc(C)c(C)c2)cc1
14. Clc1ccc(CSc2snnc2-c2ccccc2)cc1
15. O=C(CNC(=O)c1ccccc1Cl)OCC(=O)N1CCc2ccccc21
16. O=C(/C=C/c1cn(CC(O)CN2CCc3ccccc32)c2ccccc12)c1ccc(Br)cc1 (stereo not drawn)

screen / no.,9,10,11,12,13,14,15,16
G9a block,x,16%[59 µM],x,-2%[59 µM],-4%[59 µM],83%[activator][59 µM],-16%,u
ERG-DNA inh,6%,x,5%,-37%,5%,1%,u,-7%
HP1b chromo inh,158%[activator],11%,49%[activator],53%[activator],18%,212%[activator],32%,3%
ALOX12 inh,-8%,u,7%,-20%,-5%,-8%,8%,u
JMJD2A Tudor inh,132%[activator],-7%,-7%,-8%,u,181%[activator],0%,u
GLS inh,-1%,14%,7%,-12%,6%,10%,-6%,-10%
BAZ2B inh,-39%,11%,x,-3%,50µM*,190%[activator],-4%,u
PI4K2A block,2,-1,-2,-3,1,-5,-6,-3
RGS4 inh,-1%,12%,8%,-9%,u,8%,-11%,-4%

17. COc1ccc(S(=O)(=O)N(CC(=O)NC2CC2)c2ccc(C)cc2)cc1
18. COc1ccccc1N1CCN(C(=O)Cn2c(=O)n3nc(-c4cccc(F)c4)nc3c3ccccc32)CC1
19. CCOc1ccc(/C=C(/NC(=O)c2ccccc2)C(=O)NCCC(=O)O)cc1
20. COc1cccc(CNC(=O)COC(=O)/C=C/c2ccc(SC)cc2)c1
21. CCOc1ccc(N(C(C)C(=O)Nc2ccc(OC)cc2)S(C)(=O)=O)cc1 (stereo not drawn)
22. CCCS(=O)(=O)N1CCN=C1SCc1ccc(C)cc1
23. O=C(CSc1nnc(NC(=O)Cc2ccc(F)cc2)s1)NCc1ccco1
24. Cc1cccc(C(=O)NCCN2CCOCC2)c1[N+](=O)[O-]

screen / no.,17,18,19,20,21,22,23,24
G9a block,x,0%[59 µM],x,x,u,-1%,-4%,-1%[59 µM]
ERG-DNA inh,-3%,3%,-12%,15%,x,1%,9%,-1%
HP1b chromo inh,29%,8%,17%,39%[activator],7%,39%[activator],33%[activator],26%
ALOX12 inh,-9%,-1%,-52%,10%,-13%,4%,0%,-16%
JMJD2A Tudor inh,7%,-3%,-3%,1%,-12%,5%,-14%,-4%[57.1 µM]
GLS inh,-9%,13%,2%,-5%,11%,-3%,-17%,0%
BAZ2B inh,-10%,-4%,3%,x,-29%,15%,-17%,-22%
PI4K2A block,1,1,-2,-3,-4,1,0,-6
RGS4 inh,-4%,19%,10%,-6%,8%,-34%,-11%,4%

25. C=CCSc1nsc(N)n1
26. Cc1ccccc1NC(=S)NNC(=O)c1cccnc1
27. CCNC(=O)C(C)NC(=O)C1=NN(c2ccccc2)C(=O)CC1 (stereo not drawn)
28. CCc1ccc(C2N3CC4(C)CN2CC(c2ccccc2)(C3)C4=O)cc1 (stereo not drawn)
29. CCc1nc2c(c(=O)[nH]1)C1(CCCC1)Cc1ccccc1-2
30. CCCCNC(=O)CCCn1c(=O)c2ccccc2n(Cc2cccc(Cl)c2)c1=O
31. CC1CCN(S(=O)(=O)c2ccc(C(=O)Nc3nnc(C4CC4)o3)cc2)CC1
32. O=C1CCC(=O)N1OCCCOc1ccc(Br)cc1Cl

screen / no.,25,26,27,28,29,30,31,32
G9a block,35%[12.7 µM],1.8µM*,6%,3%[59 µM],x,-34%[59 µM],26%,-13%[59 µM]
ERG-DNA inh,4%,3%,2%,4%,x,-22%,-15%,-1%
HP1b chromo inh,57%[activator],-3%,24%,45%[activator],7%,29%,57%[activator],69%[activator]
ALOX12 inh,0%,u,-11%,-30%,-3%,-23%,0%,-3%
JMJD2A Tudor inh,10%[57.1 µM],22µM*,-14%,-17%,1%,-8%,1%,10%
GLS inh,-13%,-9%,-7%,1%,-6%,0%,-1%,-1%
BAZ2B inh,7%,-2%,-8%,-8%,4%,-2%,50µM*,0%
PI4K2A block,-2,2,-3,1,0,1,-5,-2
RGS4 inh,-24%[56.9 µM],-21%,-7%,7%,11%,9%,2%,7%

In a second layout: 2 of the compounds above
nr	SMILES	G9a block	ERG-DNA inh	HP1b chromo inh	ALOX12 inh	JMJD2A Tudor inh	GLS inh	BAZ2B inh	PI4K2A block	RGS4 inh
31	CC1CCN(S(=O)(=O)c2ccc(C(=O)Nc3nnc(C4CC4)o3)cc2)CC1	26%	-15%	57%[activator]	0%	1%	-1%	50µM*	-5	2%
32	O=C1CCC(=O)N1OCCCOc1ccc(Br)cc1Cl	-13%[59 µM]	-1%	69%[activator]	-3%	10%	-1%	0%	-2	7%

The list continues.
33. O=c1[nH]c(CSc2nc3ccccc3[nH]2)nc2c1cnn2-c1ccccc1
34. C=CCn1c(SCC(=O)N(C)C2CCS(=O)(=O)C2)nnc1-c1ccncc1 (stereo not drawn)
35. CCc1c(C)nc2ncnn2c1N1CCC(C(=O)Nc2cccc(C(C)=O)c2)CC1
36. Cn1c(=O)c2c(SCc3cccc(C(F)(F)F)c3)nc(-c3ccco3)nc2n(C)c1=O
37. Cc1ccc(CNC(=O)CN2c3cccc4cccc(c34)S2(=O)=O)cc1
38. CC12CCC(=O)N1C(C(=O)Nc1nc3ccc(S(C)(=O)=O)cc3s1)CS2 (stereo not drawn)
39. COc1ccc(CCn2c(-c3ccc(Cl)cc3)n[nH]c2=S)cc1OC
40. COc1ccc(CC(=O)NCCc2cnc[nH]2)cc1

screen / no.,33,34,35,36,37,38,39,40
G9a block,12%[59 µM],x,16%,13%,12%[59 µM],u,2.2µM*,5%
ERG-DNA inh,5%,-7%,-1%,-25%,3%,0%,4%,12%
HP1b chromo inh,27%,23%,37%[activator],19%,50%[activator],26%,36%,19%
ALOX12 inh,10%,0%,0%,-5%,-14%,132%[activator],-13%,-21%
JMJD2A Tudor inh,-12%,-10%,-15%,9%,-22%,-10%,-21%,-7%
GLS inh,0%,3%,8%,-4%,-3%,-2%,-8%,3%
BAZ2B inh,13%,7%,5%,1%,4%,-10%,u,2%
PI4K2A block,1,-1,5,0,-5,3,8,2
RGS4 inh,-20%,5%,8%,26%,2%,12%,-10%,55%[activator]

An excerpt, so the mix of outcomes need not match the whole.
